KCNK3 block = human KCNK3 channel inhibitors, primary screen, CHO cells, FluxOR thallium flux, B-score | FluxOR fluorescence; active compounds read low | B-score at 10 µM | hit rate 0.84% among 340,000 | AID 602410, 2012;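 active means B-score under library mean minus 4 SD, starting fluorescence ratio at most library mean plus 5 SD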;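 further: more negative B-score means stronger inhibition of thallium flux through KCNK3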
Target sequence (O14649 whole entry, looked up): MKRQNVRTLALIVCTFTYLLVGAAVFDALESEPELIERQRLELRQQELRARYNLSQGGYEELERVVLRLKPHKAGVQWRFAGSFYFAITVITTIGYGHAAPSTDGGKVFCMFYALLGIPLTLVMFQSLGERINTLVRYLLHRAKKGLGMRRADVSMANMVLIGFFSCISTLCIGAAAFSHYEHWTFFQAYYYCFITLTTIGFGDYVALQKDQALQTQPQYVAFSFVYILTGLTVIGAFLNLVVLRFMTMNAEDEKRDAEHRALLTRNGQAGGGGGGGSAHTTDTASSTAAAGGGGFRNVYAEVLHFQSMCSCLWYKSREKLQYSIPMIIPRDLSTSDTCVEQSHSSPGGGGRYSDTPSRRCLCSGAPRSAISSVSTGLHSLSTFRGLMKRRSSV
TMEM16A act = TMEM16A chloride channel activators or potentiators, primary screen, cell-based, HTS. Anoctamin-1 (Mus musculus), Q8BHY3. HEK293 TMEM16A/YFP-H148Q/I152L, iodide quench fluorescence; active compounds read low. B-score at 10 µM. hit rate 0.3% among 340,000. AID 623877, 2012;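 active means fluorescence-ratio B-score plate-corrected deviation score at least 3 library SD below zero, with starting fluorescence score within 5 deviations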;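 further: channel opened by trigger with iodide after compound preincubation; score built on the fluorescence ratio of max minus min over baseline; more negative score means more quench and so TMEM16A activation or potentiation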
DYRK1A inh = rat Dyrk1A kinase inhibitors, primary screen, biochemical, single point, plate reader. Dual specificity tyrosine-phosphorylation-regulated kinase 1A (Rattus norvegicus), Q63470. inhibition, % at 12.5 µM. hit rate 0.43% among 310,000. ADP-Glo luminescence, NFATc1 peptide; in the data active means inhibition above about 50%;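 further: plate controls were vehicle with enzyme for no effect and no enzyme for full effect; many of its hits are not listed in these tables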
* marks the source's active call; other numbers are inactive results; i = inactive. The list is partial; the hit share may differ from the screen's.

SMILES	KCNK3 block	TMEM16A act	DYRK1A inh
CS(=O)(=O)c1ccc(NC(=O)c2cc3c(cc2Cl)N2CCCCCC2=NS3(=O)=O)cc1	i	i	-0.1
CC1CCCCC12NC(=O)N(CC(=O)N1CCN(S(=O)(=O)c3ccc4c(c3)CCC4)CC1)C2=O (stereo not given)	i	i	-0.8
Cc1ccc(NC(=O)c2ccc3c(=O)n4c(nc3c2)CCC4)cc1S(=O)(=O)N(C)C	i	i	7.3
O=C(NCC1COc2ccccc2O1)c1ccc(F)c(S(=O)(=O)N2CCOCC2)c1 (stereo not given)	i	i	-0.5
CCOC(=O)C1CCN(C(=O)COC(=O)CNS(=O)(=O)c2ccc(SC)c([N+](=O)[O-])c2)CC1	i	i	-2.7
CCOc1ccc(S(=O)(=O)N2CCN(CCNS(=O)(=O)c3ccc(C)cc3)CC2)cc1	i	i	9.8
COc1ccc2c(c1)C(O)C(CO)C(C(=O)O)C2 (stereo not given)	i	i	5.5
COc1ccc(NS(=O)(=O)c2cccc(C(=O)N/N=C/c3ccccc3OC)c2)cc1	i	i	1.4
Clc1nc(NC2CCCCC2)c2cn[nH]c2n1	i	i	-3.9
O=C1C[C@@H]2c3c(cccc3CN1Cc1ccccc1)C[C@@H](O)[C@H]2O	i	i	-7.2
Oc1ccc(-c2nccs2)cc1	i	i	17.1
COc1ccc(-c2ccn(-c3cccc(F)n3)n2)cc1	i	i	-1.0

Reprinted from the part before: three compounds, followed by the next part.
SMILES	KCNK3 block	TMEM16A act	DYRK1A inh
O=C1C[C@@H]2c3c(cccc3CN1Cc1ccccc1)C[C@@H](O)[C@H]2O	i	i	-7.2
Oc1ccc(-c2nccs2)cc1	i	i	17.1
COc1ccc(-c2ccn(-c3cccc(F)n3)n2)cc1	i	i	-1.0
CNc1ncnc2c1cnn2C1CCCCO1 (stereo not given)	i	i	-1.7
COc1ccccc1NC(=O)C(C)OC(=O)C1CCN(S(=O)(=O)c2ccccc2C(F)(F)F)CC1 (stereo not given)	i	i	6.2
Cc1cccc2nc(Cn3c(=O)n(CCC(=O)NCc4ccco4)c(=O)c4ccccc43)cc(=O)n12	i	i	0.4
O=C1CCC[C@@H]2Cc3nc4ccc(Cl)cc4cc3[C@@H]3CCN1[C@H]23	i	i	15.9
CC1=CC[C@@]23CCCN2C(=O)CCC[C@H]3C1	i	i	-7.3
O=C(c1ccc(N2CCCC2)c([N+](=O)[O-])c1)N1CCN(S(=O)(=O)c2ccccc2)CC1	i	i	3.2
O=C1C=C(c2ccccc2)C(c2ccccc2)C1O (stereo not given)	i	i	-9.7
CCCN1CCN(C(=O)Cn2nc(C)n3c(cc4c(OC)cccc43)c2=O)CC1	i	i	-4.2
Nc1cc2c(cc1Cl)-c1ccccc1C2=NO	i	i	7.1
CCCCn1c(N)c(N(CCOC)C(=O)CN2C(=O)NC3(CC(C)CC(C)(C)C3)C2=O)c(=O)[nH]c1=O (stereo not given)	i	i	2.0
CCc1cccc(C)c1NC(=O)COC(=O)C1CC(=O)N(CCc2ccc(OC)c(OC)c2)C1 (stereo not given)	i	i	-6.0
NC(=O)C1CCN(C(=O)CNC(=O)c2ccc(F)cc2)CC1	i	i	-6.7
COc1cc(C=NO)nc(-c2ccccn2)c1	i	i	7.9
O=C(c1ccccc1)c1ccc(N2CCOCC2)cc1	i	i	7.9
CCOC(=O)Nc1ccc2c(c1)Cc1cc([N+](=O)[O-])ccc1-2	i	i	-1.9
CC(=O)Nc1ccc(CCCCc2ccc(NC(C)=O)cc2)cc1	i	i	-4.9
CSCCC(NC(=O)c1ccco1)C(=O)NCCc1ccc(Cl)cc1 (stereo not given)	i	i	4.1
CC(=O)[C@H]1CC[C@H]2[C@@H]3CC=C4C[C@@H](OS(=O)(=O)O)CC[C@]4(C)[C@H]3CC[C@]12C	i	i	0.2
Cc1ccc(S(=O)(=O)N2CCCCC2)cc1NC(=O)c1ccncc1	i	i	12.6
COC1OC2COC(c3ccccc3)OC2C2OC12 (stereo not given)	i	i	-0.4
CCCCCCN1C(=O)CC(NC(=O)OCC2c3ccccc3-c3ccccc32)C/C=C\C1C(C)C (stereo not given)	i	i	-2.0
CC1CCC(NC(=O)COC(=O)C2=NN(c3ccccc3)C(=O)CC2)CC1 (stereo not given)	i	i	2.5
Cc1ccc(-c2noc(CC(=O)c3ccc([N+](=O)[O-])cc3)n2)cc1	i	i	-2.0
Cc1occc1C(=O)NNC(=O)CN1C(=O)NC2(CCCCC2)C1=O	i	i	-0.6
CCOc1ccc(NC(=O)c2ccccc2NC(=O)CN2CCCCCC2)cc1	i	i	4.1
O=C(OCC(=O)N(CCc1ccccc1)Cc1ccccc1)c1cccc(S(=O)(=O)N2CCOCC2)c1	i	i	0.3
CCOC(=O)C1=CN(Cc2cccc(F)c2)S(=O)(=O)N(CC)C1c1ccccc1 (stereo not given)	i	i	-1.3
CC(OC(=O)Nc1ccccc1)C(=O)OC1CCCCC1 (stereo not given)	i	i	1.4
COc1cc2c3nnc(-c4ccc(F)cc4)c-3cn(Cc3ccccc3F)c2cc1OC	i	i	1.3
O=C(NCCOc1ccccc1)[C@@H]1CCCN1C(=O)c1cccs1	i	i	-2.8
COc1ccc(C(=O)c2ccc(OC)c(OC)c2OC)cc1	i	i	0.5
N#CC1C(=O)NC(=O)CC12CCCCC2 (stereo not given)	i	i	-7.3
CCOC(=O)c1ccccc1OC(=O)Oc1ccccc1C(=O)OCC	i	i	4.0
CC(C)=CCc1c2c(c3occ(-c4ccc(O)c(O)c4)c(=O)c3c1O)C=CC(C)(C)O2	i	i	-10.5
COc1ccc(C=CC(C)=NNC(=O)c2ccncc2)cc1	i	i	0.8
COC(=O)C=C1CCC2C3CCC4=CC(=O)CCC4(C)C3C(=O)CC12C (stereo not given)	i	i	5.1
Nc1nc(-c2ccc([N+](=O)[O-])cc2)cc(=O)[nH]1	i	i	5.7
O=c1[nH]nnc2c1cnn2-c1ccccc1	i	i	2.3
N#Cc1c(-c2ccc(Cl)cc2)n(O)c2ccccc12	i	i	34.7
FC(F)(F)c1nc(=S)c2ccccc2[nH]1	i	i	-6.7
COC(=O)[C@H](Cc1ccccc1)N1C/C=C\COc2c(Cl)cc(Cl)cc2S1(=O)=O	i	i	-7.4
COc1ccc(S(=O)(=O)Nc2ccc(C)c(S(=O)(=O)N3CCOCC3)c2)cc1[N+](=O)[O-]	i	i	-0.5
c1ccc(-c2c[nH]c(-c3ccccc3)c2)cc1	i	i	-0.1
O=[N+]([O-])c1nc2ccccc2[nH]1	i	i	-0.8
CCc1ccc(C2CC(c3ccc(C)cc3)n3nc(N)nc3N2)cc1 (stereo not given)	i	i	-3.0
CSC(=S)NN=C(C)c1cccc(C)n1	i	i	1.4
COc1ccc(C=NNc2ccc([N+](=O)[O-])cn2)cc1	i	i	1.6
CCN(CC(=O)NCc1cccs1)C(=O)c1ccc(N(C)S(=O)(=O)c2ccc(C)cc2)cc1	i	i	4.3
CC(=O)c1ccc(NC(=O)C(C)OC(=O)c2ccc(NS(=O)(=O)c3ccc4[nH]c(=O)[nH]c4c3)cc2)cc1 (stereo not given)	i	i	4.5
Cc1cccc(NS(=O)(=O)c2ccc(C)c(C(=O)N(C)C3CCN(C)CC3)c2)c1	i	i	-4.8
O=C(OCN1C(=O)c2ccccc2C1=O)c1cc(S(=O)(=O)N2CCOCC2)ccc1F	i	i	6.0
Nc1nc2c(nnn2Cc2ccc(Cl)c(Cl)c2)c(=O)[nH]1	i	i	-4.4
O=C(O)/C=C\C(=O)Nc1ccccc1C(=O)N1CCC(O)(c2ccc(Cl)cc2)CC1	i	i	6.1
Cn1c(=O)oc2cc(S(=O)(=O)N3CCC(C(=O)N4CC=C(c5ccccc5)CC4)CC3)ccc21	i	i	-5.9
CCOc1ccc(S(=O)(=O)Nc2cccc(C(=O)N(C)CC(=O)Nc3ccc(OC)cc3)c2)cc1	i	i	-2.8
O=C(CNc1cccc([N+](=O)[O-])c1)N1CCN(S(=O)(=O)c2ccc(Cl)cc2)CC1	i	i	-0.6
CCC(CCc1ccccn1)C(=O)c1ccccc1 (stereo not given)	i	i	4.0
C[C@@H]1CN([C@H](C)CO)C(=O)c2cc(NC(=O)Nc3ccc(C(F)(F)F)cc3)ccc2O[C@H]1CN(C)C(=O)Nc1ccc(F)cc1	i	i	-1.5
CCCCC(=O)c1ccc(OC(=O)c2ccc([N+](=O)[O-])cc2)cc1	i	i	-4.3
CCCc1nc2ccccc2c(C(=O)N(CC)CC(=O)NCc2cccs2)c1CC	i	i	-1.0

Entries of single compounds, quoted from the list:
CCCCC(=O)c1ccc(OC(=O)c2ccc([N+](=O)[O-])cc2)cc1 as listed: KCNK3 block: i; TMEM16A act: i; DYRK1A inh: -4.3
Nc1nc2c(nnn2Cc2ccc(Cl)c(Cl)c2)c(=O)[nH]1 as listed: KCNK3 block: i; TMEM16A act: i; DYRK1A inh: -4.4
C[C@@H]1CN([C@H](C)CO)C(=O)c2cc(NC(=O)Nc3ccc(C(F)(F)F)cc3)ccc2O[C@H]1CN(C)C(=O)Nc1ccc(F)cc1 as listed: KCNK3 block: i; TMEM16A act: i; DYRK1A inh: -1.5

Following part
SMILES	KCNK3 block	TMEM16A act	DYRK1A inh
O=C1CCC[C@@H]2C[C@@]3(C[C@@H]4CCN1[C@H]24)Nc1cc(Cl)ccc1NC3=NC1CCCCC1	i	i	-9.0
N=C1C(c2nc3ccccc3s2)=C(O)CN1NC(=O)c1ccc([N+](=O)[O-])cc1	i	i	46.9
O=C(O)c1cccc(NC(=O)c2ccccc2)c1	i	i	4.4
CCOC(=O)C1=C(O)/C(=C/c2ccc(-c3ccccc3C(=O)O)o2)SC1=Nc1ccc(OC)cc1	i	i	5.0
O=C(O)C1Oc2ccccc2C1c1ccccc1 (stereo not given)	i	i	0.5
NC(=O)C(C1=CCCCC1)c1ccccc1 (stereo not given)	i	i	2.2
COc1ccc(NS(=O)(=O)c2cc(NC(=O)C3=NN(c4ccccc4)C(=O)CC3)ccc2C)cc1	i	i	1.2
C#CCOCCOCCOCCNc1nc(N2CCN(C(=O)Cn3cc(CC(C)O)nn3)CC2)nc(N2CCN(C(=O)[C@H](C)n3cc(CCC(=O)O)nn3)CC2)n1 (stereo not given in full)	i	i	4.9
COc1cc2nncc(SC)c2cc1OC	i	i	18.6
O=C(CCNC(=O)c1ccc(Cl)cc1)NNC(=O)c1ccc(F)cc1	i	i	7.0
Cc1cc2c(=O)n(C)c(SCC(=O)NCC3CCCO3)nc2s1 (stereo not given)	i	i	6.7
CC1(C2CCCC2)NC(=O)NC1=O (stereo not given)	i	i	-0.7
N#CCC(=O)Nc1ccc(C(=O)OCC(=O)Nc2sc3c(c2C#N)CCCC3)cc1	i	i	11.0
O=C(COc1ccc(Br)cc1)NCCCN1CCCC1=O	i	i	2.3
CC(=O)c1ccc(N2CCN(C(=O)c3ccccc3SCC(=O)NCc3ccco3)CC2)c(F)c1	i	i	2.5
O=C1/C(=C/c2cccnc2)SC(=S)N1Cc1ccco1	i	i	-4.4
Cc1cccc(OCc2nc(C)cc(=O)[nH]2)c1	i	i	2.1
Cc1cc2oc(=O)cc(-c3ccccc3)c2c(C)c1-c1ccc(C(F)(F)F)cc1	i	i	2.6
CSc1ncccc1C(=O)OCC(=O)N1CC2(C)CC1CC(C)(C)C2 (stereo not given)	i	i	-0.5
COc1ccc(NC(=O)CN(C)C2=NS(=O)(=O)c3ccccc32)cc1Cl	i	i	-1.2
CN(C(=O)COC(=O)c1ccc(Cl)s1)C1(C#N)CCCCC1	i	i	5.1
O=C(NN=Cc1cccc2ccccc12)C1CC1	i	i	4.1
O=[N+]([O-])c1ccc(NN=Cc2ccco2)nc1	i	i	3.4
O=S(=O)(c1ccc(NC(=S)NN=Cc2ccccc2O)cc1)N1CCCCC1	i	i	-0.3
CCCCC1SC(N)=NC1=O (stereo not given)	i	i	-2.0
O=C(CC(=O)c1ccccc1)Nc1ccc([N+](=O)[O-])cc1	i	i	-3.2
Cc1noc(C)c1C(=O)OCC(=O)NCc1ccccc1	i	i	-2.2
Cn1c(=O)c2c(ncn2CC(=O)OCC(=O)Nc2ccc(F)cc2F)n(C)c1=O	i	i	3.0
CC(C)N(Cc1ccccc1)C(=O)COC(=O)C1CCN(c2ccc(C(F)(F)F)cn2)CC1	i	i	4.6
Oc1ccc(Cl)c2cccnc12	i	i	-6.9
Cc1nc(SCC(=O)NC2(C#N)CCCC2)n(CC(C)C)c1C	i	i	2.4
COc1cc(NC(=NS(=O)(=O)c2ccccc2)c2ccccc2)ncn1	i	i	-3.0
O=C(C(=O)c1ccc(O)c(O)c1)c1ccc(O)c(O)c1	i	i	4.7
CCN(CC)c1ccc(S(=O)(=O)N2CCOCC2)cc1NC(=O)CNCc1cccc(Cl)c1	i	i	2.0
COc1cc2cc(C)c(Br)c(OC)c2cc1OC	i	i	4.4
CC1=C(SCc2ccccc2)C(=O)c2ccccc2C1=O	i	i	14.6
Cc1nc(N)sc1-c1ccccc1	i	i	8.8

Sorted by value in DYRK1A inh (descending): some entries from above.
| canonical_smiles | KCNK3 block | TMEM16A act | DYRK1A inh |
| --- | --- | --- | --- |
| CN(C(=O)COC(=O)c1ccc(Cl)s1)C1(C#N)CCCCC1 | i | i | 5.1 |
| COc1ccc(-c2ccn(-c3cccc(F)n3)n2)cc1 | i | i | -1.0 |
| Oc1ccc(Cl)c2cccnc12 | i | i | -6.9 |

Screening data (PubChem)
